High-throughput results from PubChem.
mcGAS inh – inhibitors of mouse cGAS; Q8C6L5; recombinant cGAS, Kinase-Glo ATP depletion luminescence; inhibition, % at 12.5 µM; 160,000 compounds, 0.15% hits; AID 1259399;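 note: 0% = negative control wells and 100% = reference inhibitor with no enzyme activity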
hcGAS inh – inhibitors of human cGAS; Q8N884; 290,000 compounds, 0.081% hits; recombinant h-cGAS, ATP depletion, Kinase-Glo luminescence; inhibition, % at 12.5 µM;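 note: 0% = vehicle reaction and 100% = reaction without DNA for no activity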
Target sequence (Q8N884 whole entry, looked up): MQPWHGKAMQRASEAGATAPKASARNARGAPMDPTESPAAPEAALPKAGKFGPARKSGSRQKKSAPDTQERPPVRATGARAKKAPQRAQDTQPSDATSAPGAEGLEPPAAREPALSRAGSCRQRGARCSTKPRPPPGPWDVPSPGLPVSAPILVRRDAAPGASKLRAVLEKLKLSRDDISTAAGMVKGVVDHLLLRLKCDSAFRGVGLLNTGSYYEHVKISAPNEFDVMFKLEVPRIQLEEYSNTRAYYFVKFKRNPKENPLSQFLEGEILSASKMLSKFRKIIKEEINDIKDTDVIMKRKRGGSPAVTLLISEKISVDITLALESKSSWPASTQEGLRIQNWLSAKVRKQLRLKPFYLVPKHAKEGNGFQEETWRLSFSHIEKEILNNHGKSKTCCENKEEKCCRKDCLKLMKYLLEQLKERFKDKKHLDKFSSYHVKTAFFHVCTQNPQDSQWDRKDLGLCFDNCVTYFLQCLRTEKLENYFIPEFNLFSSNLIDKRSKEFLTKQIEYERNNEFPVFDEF
NPYLR7 ag – mosquito NPYLR7 agonism; HEK293T NPYLR7/Galpha15, GCaMP6s calcium fluorescence; 270,000 compounds, 0.15% hits; activation, % at 10 µM; in the data active = activation above about 40%;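 note: 0% = vehicle and 100% = reference agonist at the receptor; some compounds past the cut are filed as inactive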
* marks the source's active call; other numbers are inactive results; · = no result given; & = joins results of further samples. Cut-off read from the data, not from the text of the source, unless noted: active = inhibition above about 40%; inactive = the rest.

Each structure is followed by: mcGAS inh	hcGAS inh	NPYLR7 ag
O=C(CCn1cnc2ccccc2c1=O)NC1CCCN(Cc2ccc(Cl)cc2)C1 (stereo not given)
 : ·	-2	1
NC(=O)COC(=O)c1ccc(-c2ccc(C(=O)OCC(N)=O)s2)s1
 : ·	-10	4
Cc1ccc(-n2nc(C(=O)N3CCCC(C(=O)N(C)C)C3)c3c2CCC3)cc1 (stereo not given)
 : -15	-7	9
Cc1ccc(-c2noc(-c3cccn(CC(=O)Nc4ccc(C)cc4C)c3=O)n2)cc1
 : -10	-7	2
CCCNC(c1ccc(F)cc1)c1cccnc1 (stereo not given)
 : ·	-5	11
COCCN(CC(=O)N(CCc1c[nH]c2ccccc12)Cc1ccccc1OC)C(=O)c1ccc(OC)cc1
 : -4	0	14
O=C(CN1CCCC(Cc2ccc(F)cc2)C1)NCc1cccs1 (stereo not given)
 : ·	-2	7
Cc1cc(NC(=O)CSc2nccn2-c2cccc(C)c2C)on1
 : ·	-6	9
O=C(Nc1cccc(CSC2CCCCC2)c1)c1n[nH]c(=O)[nH]1
 : ·	-9	4
CCOc1cc(C(=S)N2CCOCC2)cc(Cl)c1OS(=O)(=O)c1ccccc1
 : ·	1	6
Cn1c(NNC(=O)c2cccc3ccccc23)cc(=O)n(C)c1=O
 : -8	-5	6
COC(=O)c1c(N2C(=O)CC(Sc3ccccc3C(=O)O)C2=O)sc(C)c1C (stereo not given)
 : -5	-2	-6
O=C(Nc1ccc(OCC(F)(F)F)cc1)c1cccc(NC(=O)C2CCCO2)c1 (stereo not given)
 : ·	6	-4
COC(=O)C1=C(C)NC2=C(C(=O)CCC2)C1c1ccc(N(C)C)cc1 (stereo not given)
 : 0	1	-3
COc1cc(/C=C(\C#N)c2nn(CCO)c(N)c2C#N)cc(Br)c1OC
 : ·	1	-3

A few values from above:
Reading for `Cc1ccc(-n2nc(C(=O)N3CCCC(C(=O)N(C)C)C3)c3c2CCC3)cc1` (stereo not given) in NPYLR7 ag: 9
Reading for `COC(=O)c1c(N2C(=O)CC(Sc3ccccc3C(=O)O)C2=O)sc(C)c1C` (stereo not given) in hcGAS inh: -2
Reading for `NC(=O)COC(=O)c1ccc(-c2ccc(C(=O)OCC(N)=O)s2)s1` in hcGAS inh: -10

(more compounds)
Each structure is followed by: mcGAS inh	hcGAS inh	NPYLR7 ag
CC(=O)N1CCc2c(nc(-c3cccnc3)nc2NCCn2cccc2)C1
 : -11	-4	·
O=C(Nc1ccccc1)C1CC(c2ccccc2)CN(C(=O)c2cccc(F)c2)C1 (stereo not given)
 : -5	-4	·
Cc1cccc2c(-c3nc(C(N)=O)cs3)c[nH]c12
 : ·	-5	20
O=C(Cn1nnc(-c2cccs2)n1)NC12CC3CC(CC(C3)C1)C2
 : -9	-12	-3
Cc1ccsc1-c1cn(C(CO)Cc2ccc(Cl)cc2)nn1 (stereo not given)
 : ·	-7	18
Cc1nc(NCCNS(=O)(=O)Cc2ccccc2)cc(-n2ccnc2C)n1
 : -6	-1	-14
NCc1nnc2ccccn12
 : ·	-5	3
CCN(CC)S(=O)(=O)c1ccc(C)c(NC(=O)[C@@H]2CCCN2C(=O)c2ccco2)c1
 : ·	-1	3
Cc1cc(Br)ccc1NC(=O)CN(C)C(C)C(=O)Nc1ccnn1C(C)C (stereo not given)
 : ·	-12	-1
O=C1/C(=C2\CCn3cccc32)Cn2cccc21
 : ·	3	18
Cc1ccc(OCCNC(=O)N2CCN(S(=O)(=O)c3ccccc3Cl)CC2)c(C)c1
 : -8	-11	46*
CCn1ccnc1CN(C)Cc1sccc1C
 : ·	0	-2
Cn1nc(-c2cccc(NC(=O)c3ccccc3C(F)(F)F)c2)ccc1=O
 : -2	-4	1
Cc1ccccc1CN1CCN(Cc2nc3ccccc3c(=O)[nH]2)CC1
 : ·	-11	18
Clc1ccc2nnc(Cc3ccccc3)n2n1
 : ·	-6	-7

Molecules from the list above that have an aryl methoxy group (2):
Each structure is followed by: mcGAS inh	hcGAS inh	NPYLR7 ag
COCCN(CC(=O)N(CCc1c[nH]c2ccccc12)Cc1ccccc1OC)C(=O)c1ccc(OC)cc1
 : -4	0	14
COc1cc(/C=C(\C#N)c2nn(CCO)c(N)c2C#N)cc(Br)c1OC
 : ·	1	-3

Pulled by structure from the entries so far (3):
Each structure is followed by: mcGAS inh	hcGAS inh	NPYLR7 ag
CCN(CC)S(=O)(=O)c1ccc(C)c(NC(=O)[C@@H]2CCCN2C(=O)c2ccco2)c1
 : ·	-1	3
NCc1nnc2ccccn12
 : ·	-5	3
CCn1ccnc1CN(C)Cc1sccc1C
 : ·	0	-2

The list goes on.
Each structure is followed by: mcGAS inh	hcGAS inh	NPYLR7 ag
COCCN(Cc1ccccc1OS(=O)(=O)c1ccc(F)cc1)C(=O)NC(C)C
 : 1	3	-3
Cc1ccccc1NC(=O)C(=O)N1CCCC(OCc2cccnc2)C1 (stereo not given)
 : ·	-9	-2
CCCn1cc(CN2CCC(CO)(Cc3ccccc3Cl)CC2)c(C)n1
 : ·	-10	11
CC(C)C1CN(C(=O)C(=O)c2cccnc2)CCCN1CC1CC1 (stereo not given)
 : ·	0	-3
COc1cccc(NC(=Nc2nc(C)cc(C)n2)NC(=O)Nc2ccc(Cl)cc2)c1
 : ·	-2	1
Cc1c(F)cc(C(N)=O)cc1NCC(=O)NCc1cccs1
 : 3	1	-3
CC1(C)CC1(CNC(=O)Cn1ccc(=O)[nH]c1=O)c1ccccc1 (stereo not given)
 : -13	-7	-1
CCN(CC)CCN(C)C(=O)c1cc(COc2ccc(C)c(C)c2)on1
 : ·	-8	2
CC(C)(C)CC(=O)ON=C(N)c1ccncc1
 : -8	-2	-4
CSc1cccc(NC(=O)c2csc(COC(=O)c3ccccc3)n2)c1
 : -7	-2	-7
O=c1[nH]c2ccccc2nc1/C=C\c1cccnc1
 : -3	-4	0
Fc1ccc(-c2nnc3ccc(N4CCCC4)nn23)cc1
 : -4	-4	15
Cc1noc(-c2ccncc2)c1C(=O)NCCc1ccc(F)cc1
 : -5	-6	6
CCCc1c(C(=O)N2CCN(c3nc4nccc(-c5ccc6c(c5)OCO6)n4n3)CC2)cnn1-c1ccccc1
 : -6	-2	3
CN(C)c1cccc2c(S(=O)(=O)N3CC[C@H]4NC(=O)N(Cc5ccccc5)C(=O)[C@H]43)cccc12
 : -7	-4	-7

In a second layout: results already given.
molecule,mcGAS inh,hcGAS inh,NPYLR7 ag
CCCn1cc(CN2CCC(CO)(Cc3ccccc3Cl)CC2)c(C)n1,·,-10,11
CC(C)C1CN(C(=O)C(=O)c2cccnc2)CCCN1CC1CC1 (stereo not given),·,0,-3
COc1cccc(NC(=Nc2nc(C)cc(C)n2)NC(=O)Nc2ccc(Cl)cc2)c1,·,-2,1
Cc1c(F)cc(C(N)=O)cc1NCC(=O)NCc1cccs1,3,1,-3
CC1(C)CC1(CNC(=O)Cn1ccc(=O)[nH]c1=O)c1ccccc1 (stereo not given),-13,-7,-1
CCN(CC)CCN(C)C(=O)c1cc(COc2ccc(C)c(C)c2)on1,·,-8,2
CC(C)(C)CC(=O)ON=C(N)c1ccncc1,-8,-2,-4

Next part
Each structure is followed by: mcGAS inh	hcGAS inh	NPYLR7 ag
COC(=O)CCCCC(=O)N1CCN(CC(OCc2cccc(C)c2)c2ccc(Cl)cc2)CC1 (stereo not given)
 : -5	-5	0
CCc1ccc2oc(-c3ccc(NC(=O)c4ccc(OC)c(Br)c4)cc3)nc2c1
 : 1	-3	-8
Cc1[nH]n(-c2ccccc2)c(=O)c1C1=C([n+]2ccccc2)C(=O)N(c2cccc(Cl)c2)C1=O
 : -7	-7	8
Cc1cc[n+](-c2nc3ccccc3nc2NS(=O)(=O)c2cccs2)cc1C
 : ·	2	1
O=C(c1ccc(CSc2nc3ccccc3o2)cc1)N1C2CCC1CC(Oc1ccc(F)cc1F)C2 (stereo not given)
 : -7	-13	3
COc1ccc(N2C(=N)C(C)(C)NC2=O)cc1
 : -5	-11	3
CNC(=O)c1cccc(CNc2cc(OC)ncn2)c1
 : ·	-6	4
CC(c1ccccn1)N(C)Cc1cc(C(C)(C)C)n[nH]1 (stereo not given)
 : ·	-7	10
O=c1[nH]cc(CNCc2ccccc2)c(=O)[nH]1
 : ·	-9	20
CC[C@H](C)[C@H](NC(=O)CCc1nnc(CCc2ccc(OC)cc2)o1)C(=O)OC
 : ·	-4	-2
CC(OC(=O)Cc1csc(N2CCCC2=O)n1)C1CCCCN1C(=O)OC(C)(C)C (stereo not given)
 : ·	-10	-4
CC(C)NC(=O)[C@@H]1C[C@H](N)CN1C(=O)CCCc1ccccc1
 : ·	-8	2
CC(C)c1ccccc1OC1CC2CCC(C1)N2C(=O)c1ccc(CSc2nc3ccc([N+](=O)[O-])cc3s2)cc1 (stereo not given)
 : 1	2	-8
CC(=CC(=O)C(F)(F)F)NCC1CCCO1 (stereo not given)
 : -9	16	3
COc1[nH]c2ccc(F)cc2c1C(=O)OCC1CCN(CCNS(C)(=O)=O)CC1
 : -5	-8	-4

Each structure is followed by: mcGAS inh	hcGAS inh	NPYLR7 ag
Cn1c(Cc2ccccc2)nn(CN2CCC3(CC2)OCCO3)c1=S
 : ·	-2	10
CCNc1nnc(SC(C)C(N)=O)s1 (stereo not given)
 : -5	-5	3
CCN(CC)C(=O)Oc1ccc2c(ccn2Cc2ccccc2Cl)c1NC(=O)c1ccc(Cl)c(Cl)c1
 : -6	-5	-1
O=C(c1ccc([N+](=O)[O-])cc1)N1CCN(c2cc(Oc3ccc(F)cc3F)ncn2)CC1
 : -5	-14	6
O=C(c1ccc2c(c1)OCO2)N1CCC(n2nc(-c3ccccc3)cc2-c2ccccc2)CC1
 : -6	-6	3
COc1ccc(Cn2c(C(C)C)nc3sc4ccccc4c(=O)c3c2=O)cc1
 : ·	-4	6
COC(=O)c1cn(C(=O)C(C)Sc2ccc(C)cc2)c2ccccc12 (stereo not given)
 : ·	-1	-3
CCOC(=O)C1(Cc2ccccc2)CCCN(C(=O)C#Cc2ccccc2)C1 (stereo not given)
 : -9	-4&-6	5&6
Cc1c(CSc2nc3sc4c(c3c(=O)[nH]2)CCCC4)cnn1C
 : ·	-9	5
COCC(=O)N1CCN(Cc2cccc(-c3noc(-c4cccnc4)n3)c2)CC1
 : -9	-10	7
Cc1oc(-c2ccco2)nc1CN(C)Cc1ccc2nsnc2c1
 : ·	-9	20
CCCc1nnc(NC(=O)CC(=O)Nc2ccccc2C(=O)O)s1
 : -8	-5	15
Cn1ccnc1CN(C(=O)C(O)c1ccc(C(F)(F)F)cc1)C1CC1 (stereo not given)
 : ·	-4	11
Cc1cc(C)n(CC(C)CNC(=O)c2cc(Cl)c3c(c2)OCO3)n1 (stereo not given)
 : ·	-11	1
Nc1c(-c2nc(-c3ccc4c(c3)OCO4)no2)nnn1-c1ccc(Br)cc1
 : ·	-7	0

Each structure is followed by: mcGAS inh	hcGAS inh	NPYLR7 ag
O=C(Cn1ncc(Cl)c(Cl)c1=O)NCCc1ccccc1OC(F)F
 : ·	5	6
O=C(c1cccc(N2CCCS2(=O)=O)c1)N1CCCc2cc(C(F)(F)F)ccc21
 : ·	-5	4
CC(C)C1CCc2ccccc2N1Cc1nc(N)nc(N(C)C)n1 (stereo not given)
 : ·	-3	1
CC(C)c1ccc(C2=NC(C)(CC(=O)NCc3nccs3)ON2C)cc1 (stereo not given)
 : ·	-7	5
O=c1c2cnn(C3CCS(=O)(=O)C3)c2ncn1Cc1ccc(C(F)(F)F)cc1 (stereo not given)
 : ·	-9	25
O=C(Nc1cccc(-c2nc3ncccc3o2)c1)C1CCC1
 : -4	-2	-1
CCc1ccc(NC(=O)CSc2nnc(N)s2)cc1
 : ·	-6	1
Cc1ccccc1C1c2ccsc2CCN1CC(=O)N1CCN(S(=O)(=O)c2cccc(C(F)(F)F)c2)C(C)C1 (stereo not given)
 : -6	-6	2
COCC(NC(=O)CCn1c(C)cc2ccccc21)c1ccccn1 (stereo not given)
 : -9	-6	7
CC(=O)CC1(O)C(=O)N(Cc2ccc(OC(C)C)cc2)c2c(C)cccc21 (stereo not given)
 : ·	-9	22
C=C(C)[C@@H]1CC=C(CN2CCC3(CC2)C(=O)N(C2Cc4ccccc4C2)C(=O)N3CCOC)CC1
 : -16	-5	14
COc1cc2ccc(=O)oc2c(O)c1O
 : ·	-4	16
COC(=O)c1ccccc1N(C)C(=O)C(=O)c1c(C)n(C)c2ccccc12
 : -5	-4	-2
CCN(c1ccc(C(=O)Nc2ccncc2)cc1)C(C)C
 : ·	-12	0
